# Bioassay records deposited in PubChem by several laboratories.
# Dengue-2 NS5 capping – flavivirus cap methylation enzyme inhibition – biochemical, confirmation dose response, primary screen (AID 588689); Dengue-2 NS5 methyltransferase capping enzyme assay, biochemical; higher % means a stronger effect; inhibition, % at 25 µM; hits with a dose series show IC50 in µM; 340,000 tested, 0.3% active; in the data active = a potency from the dose series
# Yfh1-off respiration – mitochondrial function rescue without frataxin homolog – Friedreich's ataxia, plus single-dose screen, dose response (AID 1465); S. cerevisiae Yfh1-off respiration, WST-1 reduction, 72 h; higher fold induction means a stronger effect; one-dose fold induction at 50 µM; EC50 in µM for titrated hits; 220,000 tested, 0.074% active;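 active = fold induction of absorbance versus untreated yeast above a set limit, then at least 30% activation at any dose in follow-up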;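 also: activators that raise dye reduction in frataxin-depleted yeast; strong numbers were not always called active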
# West Nile antiviral – inhibition of WNV-induced cytopathic effect – cell-based, CPE readout (AID 1621). CPE inhibition, % at 10 µM; hits with a dose series show IC50 in µM. 290,000 tested, 0.02% active. West Nile virus-infected cells, CPE inhibition; higher % means a stronger effect; in the data active = a potency from the dose series; also: strong numbers were not always called active
# Dengue-2 NS5 capping pilot replicate – second read-out of Dengue-2 NS5 capping, no call of its own (marks repeat the call); inhibition, %; measured here: pilot screen replicate inhibition
# The depositor's hits bear a star; i = inactive; · = not tested or not shown. Not all compounds are listed. The share of hits here may be higher or lower than overall.
SMILES,Dengue-2 NS5 capping,Yfh1-off respiration,West Nile antiviral,others
COC(=O)C1=C(C(=O)OC)[C@@H]2N(C)c3ccc(OC)cc3[C@@]23C[C@@H](C(=O)OC)N(C(=O)c2cc(C)oc2C)C3=N1,·,i,-0.1%,
CCOC(=O)C1=C(COc2ccccc2)NC(=O)NC1c1ccc2ccccc2c1 (stereo not given),·,i,-0.7%,
COc1ccc(CNC(=O)c2ccc(N3CCC4(CC3)CC(c3ccc(Cl)cc3)=NO4)c(N)c2)cc1,·,i,-0.7%,
Cc1nc2ccc(CN(C)c3ccc(C(=O)N[C@@H](CCC(=O)O)C(=O)O)s3)cc2c(=O)[nH]1,·,i,0.2%,
CCC(=O)OC1(C)C(=O)C=C2C=C(CCCCNC(=O)OC(C)(C)C)OC=C2C1=O (stereo not given),·,i,0.2%,
CC1(OC(=O)c2cnc3ccccc3n2)C(=O)C=C2C=C(c3ccc(C#N)cc3)OC=C2C1=O (stereo not given),·,i,0.0%,
COc1nc(Nc2ccc(-c3nc4ccccc4o3)cc2)nc(N2CCOCC2)n1,·,i,-0.1%,
C#CCNC(=O)C1=C[C@H](c2ccc3c(c2)OCO3)C[C@H](OCCCCO)O1,·,i,-0.2%,
COC(=O)CCCC1=CC2=CC(=O)C(C)(O)C(=O)C2=CO1 (stereo not given),·,i,0.2%,
Cc1nc(-c2ccccc2)sc1C1(C)CC(c2cccnc2)=NO1 (stereo not given),·,i,-0.1%,
CC[C@H]1CC2CN3CCc4c([nH]c5c([C@H]6C[C@H]7[C@H](CC)CN(C)[C@@H](Cc8c6[nH]c6ccccc86)[C@H]7C(=O)OC)c(OC)ccc45)C(C(=O)OC)(C2)C13,·,i,14.1%,
COc1cc(CN2CCN(c3cc(C)ccc3C)CC2)cc([N+](=O)[O-])c1O,·,i,-0.8%,
C#CCOCCOCCOCCNc1nc(N2CCN(C(=O)C([C@@H](C)CC)n3cc(C(N)COC(=O)C(F)(F)F)nn3)CC2)nc(N2CCN(C(=O)[C@H](CCC(=O)O)n3cc(C(N)CC(C)C)nn3)CC2)n1 (stereo not given in full),·,i,0.2%,
O=C(O)Cn1cc(F)c(=O)[nH]c1=O,·,i,-0.4%,
OCCc1ccccc1,·,i,0.3%,
COc1ccc(-c2nnc(SCC(=O)c3ccc4c(c3)OCCO4)o2)cc1,·,i,-0.1%,
CC1(C)CC[C@@]23CC[C@]4(C)[C@@](OC2=O)(C3C1)[C@H]1O[C@H]1C1[C@@]2(C)CC[C@H](O)C(C)(C)C2CC[C@]14C (stereo not given in full),·,i,1.1%,
CCCC[C@@H]1C[C@H]1[C@@H](NC(=O)c1ccco1)c1ccccc1C(F)(F)F,·,i,0.6%,
C#CCOCCOCCOCCNc1nc(N2CCN(C(=O)C([C@@H](C)CC)n3cc(C(N)COC(=O)C(F)(F)F)nn3)CC2)nc(N2CCN(C(=O)[C@H](Cc3cc4ccccc4[nH]3)n3cc(C(N)CO)nn3)CC2)n1 (stereo not given in full),·,i,0.5%,
COc1ccc(C(=O)c2c(-c3ccsc3)oc3ccc(-c4ccc(OC)cc4)cc23)cc1,·,i,-0.4%,
CCC/C(=N/Nc1ccc(Cl)cc1)c1cnnc(-c2ccccc2)n1,·,i,-0.6%,
Cn1c(=O)c2c(nc(/C=C/c3cccc(Cl)c3)n2C)n(C)c1=O,·,i,0.9%,
CC1(C)CCC23CC[C@]4(C)C(OC2=O)(C3C1)[C@H]1O[C@H]1C1[C@@]2(C)CC[C@@H](O)C(C)(C)C2CC[C@]14C (stereo not given in full),·,i,-0.6%,
CN1CCc2c(C#N)c(N3CCCCC3)nc(N3CCOCC3)c2C1,·,i,-0.1%,
CCCCC1=CC2=CC(=O)C(C)(O)C(=O)C2=CO1 (stereo not given),·,i,-0.3%,
CCCCC(=O)O,·,i,-0.1%,
CCOC(=O)C1=C(C)N(CCCC(=O)O)C(=O)NC1c1ccccc1OC(=O)c1cccs1 (stereo not given),·,i,-0.6%,
Cc1ccc2c(C)nc(Nc3ncc4c(n3)CCCC4=O)nc2c1,·,i,0.3%,
C#C[C@]1(O)CC[C@H]2[C@@H]3[C@H](C)CC4=C(CCC(=O)C4)[C@H]3CC[C@@]21C,·,i,-0.1%,
O=C(COC(=O)CCNS(=O)(=O)c1ccccc1)NNC(=O)c1ccccc1,0.7%,·,·,

# By substructure, the compounds so far containing a cyano group
SMILES,Dengue-2 NS5 capping,Yfh1-off respiration,West Nile antiviral,others
CC1(OC(=O)c2cnc3ccccc3n2)C(=O)C=C2C=C(c3ccc(C#N)cc3)OC=C2C1=O (stereo not given),·,i,0.0%,
CN1CCc2c(C#N)c(N3CCCCC3)nc(N3CCOCC3)c2C1,·,i,-0.1%,

# Later entries:
SMILES,Dengue-2 NS5 capping,Yfh1-off respiration,West Nile antiviral,others
CC1CCCN(CC(O)COc2ccc(S(=O)(=O)N3CCCC3)cc2[N+](=O)[O-])C1 (stereo not given),-2.2%,·,·,
COc1ccc(S(=O)(=O)N2CCOCC2)cc1NC(=O)CN1C(=O)CN(C)C1=O,1.5%,·,·,
CC(C)Cn1c(N)c(C(=O)COC(=O)C2CC(=O)N(c3ccc4c(c3)OCCO4)C2)c(=O)n(C)c1=O (stereo not given),0.0%,·,·,
COc1cccc(C2=CC(=O)CC(C)(C)C2=O)c1,-3.9%,·,·,
COc1ccc(N2CCN(C(=O)COC(=O)CSc3ccccc3)CC2)cc1,-7.4%,·,·,
CCOc1ccc(S(=O)(=O)NCCC(=O)NC(C)CCc2ccccc2)cc1 (stereo not given),-4.4%,·,·,
O=C(Nc1ccc(OC(F)(F)F)cc1)c1ccc2c(c1)no[n+]2[O-],5.4%,·,·,
OCc1cc(-c2ccccn2)no1,-3.2%,·,·,
Cc1cccc(C)c1OCC(N)C(C)C (stereo not given),-2.9%,·,·,
CN(Cc1ccc(Cl)cc1)C(=O)COC(=O)CSc1ccc([N+](=O)[O-])cc1,-1.5%,·,·,
CC(=O)Nc1cccc(NC(=O)CSc2nnc3ccc(-c4cccnc4)nn23)c1,-5.0%,·,·,
NCCCCCC(=O)O,-1.5%,·,·,
CCc1ccc(S(=O)(=O)Nc2ccc(-c3ccc4nnc(C)n4n3)cc2)s1,-1.5%,·,·,
O=C(O)CSc1ccc(S(=O)(=O)N2CCCC2)cn1,-3.0%,·,·,
Cc1ccccc1C(=O)OCC(=O)Nc1cccc(S(=O)(=O)N2CCCCC2)c1,-2.8%,·,·,
COC(=O)[C@]1(C)CCC[C@@]2(C)C3CC[C@@]4(C)C[C@]3(CCC21)CC(=O)N4 (stereo not given in full),-8.2%,·,·,
Cc1ccccc1SCC(=O)OCC(=O)N1CC(=O)Nc2ccccc21,-3.7%,·,·,
CCN(C(=O)CSc1cccc[n+]1[O-])C1CCCCC1,-4.4%,·,·,
COc1ccccc1S(=O)(=O)N(C)C[C@H]1OCc2cn(nn2)CCCC(=O)N([C@@H](C)CO)C[C@@H]1C,-10.4%,·,·,
COCCCN(C(=O)c1ccc(-c2ccc(C(C)=O)cc2)o1)c1c(N)n(CC(C)C)c(=O)[nH]c1=O,-9.9%,·,·,
C#CCOCCOCCOCCNc1nc(N2CCN(C(=O)[C@H](CCCN=C(N)N)n3cc(C(N)[C@@H](C)CC)nn3)CC2)nc(N2CCN(C(=O)[C@H](CCC(=O)O)n3cc([C@@H](N)CC(N)=O)nn3)CC2)n1 (stereo not given in full),-2.0%,·,·,Dengue-2 NS5 capping pilot replicate=-5.5
CC1=C(C(=O)N2CCOCC2)CC(CC(=O)NCc2ccco2)C(=O)N1Cc1ccccc1 (stereo not given),-1.1%,·,·,
O=C(CSC(=S)N1CCCC1)NCCc1ccccc1,7.9%,·,·,
CCC/C(C#Cc1ccsc1)=C1/c2ccccc2C(=O)N1c1ccccc1,-2.4%,·,·,
CC(=O)Nc1cccc(C(=O)OCC(=O)N2CCC(c3ccccc3)=N2)c1,1.5%,·,·,
COc1cc(OC)cc(C(=O)OC(C)C(=O)NC2CCCc3ccccc32)c1 (stereo not given),-7.7%,·,·,
C[C@@H]1CN([C@@H](C)CO)C(=O)c2cc(NS(C)(=O)=O)ccc2O[C@@H]1CN(C)Cc1ccc(C(F)(F)F)cc1,1.6%,·,·,
O=C(CN1CCN(c2ccc(F)cc2)CC1)Nc1ccccc1C(=O)NCCc1ccccc1,-3.6%,·,·,
CN(C)S(=O)(=O)c1ccc(F)c(C(=O)Nc2ccccc2C(=O)NC2CC2)c1,-3.0%,·,·,
O=C(CNS(=O)(=O)c1c(F)cc(F)cc1Br)OCC(=O)N1CCCC1=O,3.0%,·,·,
CC1CN(C(=O)COC(=O)c2cnc(Cl)c(Cl)c2)CC(C)O1 (stereo not given),9.7%,·,·,
CCN(CC)c1ccc(S(=O)(=O)N2CCOCC2)cc1NC(=O)COC(=O)/C=C/c1ccc(O)c(OC)c1,-8.8%,·,·,
CC(=O)Nc1ccc(S(=O)(=O)NCC(=O)OCC(=O)NCc2ccc3c(c2)OCO3)cc1,-3.1%,·,·,
COCc1c(C(=O)Nc2cccc(S(=O)(=O)N3CCCCC3)c2)oc2ccccc12,6.6%,·,·,
CN(CC(=O)O)C(=O)c1ccccc1,-1.4%,·,·,
COc1ccc(CNC(=O)Cn2cnc3c(OCc4ccccc4)ncnc32)cc1,-3.0%,·,·,Dengue-2 NS5 capping pilot replicate=1.8
CC(NC(=O)COC(=O)c1cc(Cl)ccc1O)C1CC2CCC1C2 (stereo not given),2.3%,·,·,
Cc1noc(C)c1C(=O)Nc1nc(-c2ccc(F)c(F)c2)cs1,-1.8%,·,·,
COc1ccc(OC)c(Nc2cc(C)nc3ccc(C)cc23)c1,3.1%,·,·,
Fc1cccc(CCN2CCNC[C@H]2Cc2cccc3ccccc23)c1,-10.5%,·,·,
O=C(COC(=O)c1ccc(Br)o1)NCc1ccc(Cl)cc1,-0.8%,·,·,
Cc1nc(NC(=O)C(C)(C)C)sc1-c1csc(N)n1,-4.4%,·,·,
Cc1cccc(Cc2nc3ccccc3[nH]2)c1,0.0%,·,·,
Cc1cc(C(=O)NNC(=O)/C=C/c2ccco2)c(C)o1,-10.3%,·,·,
Cc1cnc(NC(=O)c2ccc3ncsc3c2)s1,-1.5%,·,·,
COc1cc(C2C3=C(COC3=O)Oc3cc4c(cc32)OCO4)cc(OC)c1OC(C)=O (stereo not given),-0.8%,·,·,
O=C(Cn1c(=O)cnc2ccccc21)Nc1cc(Cl)ccc1N1CCOCC1,-24.8%,·,·,
CC1CCCN(C(=O)COC(=O)CNC(=O)c2ccc(Br)cc2)C1 (stereo not given),0.0%,·,·,
COc1ccc(CN(C)C(=O)c2ccc(OCC(=O)Nc3cccc(C(F)(F)F)c3)c(OC)c2)c(OC)c1,-8.1%,·,·,
CCc1noc(C)c1C(=O)NNC(=O)COc1ccccc1C,0.0%,·,·,

# Arranged by length of the SMILES (largest number first): some entries from above
SMILES,Dengue-2 NS5 capping,Yfh1-off respiration,West Nile antiviral,others
C[C@@H]1CN([C@@H](C)CO)C(=O)c2cc(NS(C)(=O)=O)ccc2O[C@@H]1CN(C)Cc1ccc(C(F)(F)F)cc1,1.6%,·,·,
CCN(CC)c1ccc(S(=O)(=O)N2CCOCC2)cc1NC(=O)COC(=O)/C=C/c1ccc(O)c(OC)c1,-8.8%,·,·,
COc1ccc(CN(C)C(=O)c2ccc(OCC(=O)Nc3cccc(C(F)(F)F)c3)c(OC)c2)c(OC)c1,-8.1%,·,·,
CC(=O)Nc1ccc(S(=O)(=O)NCC(=O)OCC(=O)NCc2ccc3c(c2)OCO3)cc1,-3.1%,·,·,
COc1cc(C2C3=C(COC3=O)Oc3cc4c(cc32)OCO4)cc(OC)c1OC(C)=O (stereo not given),-0.8%,·,·,
O=C(CN1CCN(c2ccc(F)cc2)CC1)Nc1ccccc1C(=O)NCCc1ccccc1,-3.6%,·,·,
COCc1c(C(=O)Nc2cccc(S(=O)(=O)N3CCCCC3)c2)oc2ccccc12,6.6%,·,·,
O=C(CNS(=O)(=O)c1c(F)cc(F)cc1Br)OCC(=O)N1CCCC1=O,3.0%,·,·,
CC(=O)Nc1cccc(C(=O)OCC(=O)N2CCC(c3ccccc3)=N2)c1,1.5%,·,·,
COc1cc(OC)cc(C(=O)OC(C)C(=O)NC2CCCc3ccccc32)c1 (stereo not given),-7.7%,·,·,
COc1ccc(CNC(=O)Cn2cnc3c(OCc4ccccc4)ncnc32)cc1,-3.0%,·,·,Dengue-2 NS5 capping pilot replicate=1.8
CC1CCCN(C(=O)COC(=O)CNC(=O)c2ccc(Br)cc2)C1 (stereo not given),0.0%,·,·,
Cc1noc(C)c1C(=O)Nc1nc(-c2ccc(F)c(F)c2)cs1,-1.8%,·,·,
Fc1cccc(CCN2CCNC[C@H]2Cc2cccc3ccccc23)c1,-10.5%,·,·,
COc1ccc(OC)c(Nc2cc(C)nc3ccc(C)cc23)c1,3.1%,·,·,
CCc1noc(C)c1C(=O)NNC(=O)COc1ccccc1C,0.0%,·,·,
Cc1cnc(NC(=O)c2ccc3ncsc3c2)s1,-1.5%,·,·,
Cc1cccc(Cc2nc3ccccc3[nH]2)c1,0.0%,·,·,
CN(CC(=O)O)C(=O)c1ccccc1,-1.4%,·,·,
